TCR act – Activators of T cell receptors: qHTS campaign; primary human leukocytes, anti-CD3, IL-2 HTRF, 48 h; Potency, µM (highest dose often 9.22 µM), for inactives: at the top dose activation of IL-2 secretion, actives largely listed as activators; 330,000 tested, under 10 active; also: % of control where 0% means no effect
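Primary human leukocytes were stimulated with a-CD3 beads plus compounds for 48 hr without co-stimulation; secreted IL-2 was quantified by HTRF using a-IL-2-K (europium cryptate) and a-IL-2-d2, excited at 320nm with acceptor emission read at 665nm.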
S-ASM inh – Inhibitors of Secretory Acid Sphingomyelinase (S-ASM): qHTS. Sphingomyelin phosphodiesterase (Homo sapiens), P17405. placental ASM, HMU-PC fluorogenic substrate, 60 min. Potency, µM (series often up to 57.5 µM), for inactives: at the top dose activity change, negative = inhibition, actives largely listed as inhibitors. 0.006% of 340,000 active. AID 504937, 2011; also: potency is read from the fitted curve at half-maximal effect
Target sequence (P17405 47-631 limits assumed): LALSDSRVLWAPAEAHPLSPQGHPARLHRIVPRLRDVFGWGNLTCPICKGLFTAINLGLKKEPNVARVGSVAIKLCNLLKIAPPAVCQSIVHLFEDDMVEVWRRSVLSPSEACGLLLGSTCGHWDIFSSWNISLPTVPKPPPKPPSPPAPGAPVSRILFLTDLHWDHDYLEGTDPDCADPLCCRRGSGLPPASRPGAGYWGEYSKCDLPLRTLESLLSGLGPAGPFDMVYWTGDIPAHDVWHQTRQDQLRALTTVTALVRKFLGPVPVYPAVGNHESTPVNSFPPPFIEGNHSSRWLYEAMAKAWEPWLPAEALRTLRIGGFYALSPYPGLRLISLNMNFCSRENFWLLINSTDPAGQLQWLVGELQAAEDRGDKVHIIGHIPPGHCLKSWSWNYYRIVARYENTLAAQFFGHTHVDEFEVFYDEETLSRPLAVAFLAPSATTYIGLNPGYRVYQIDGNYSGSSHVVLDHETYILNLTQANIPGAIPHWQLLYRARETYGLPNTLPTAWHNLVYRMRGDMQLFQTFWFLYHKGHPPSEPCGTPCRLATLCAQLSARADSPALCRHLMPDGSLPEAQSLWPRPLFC
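Human placenta-derived ASM preincubated with compound 10 min at room temperature, then reacted with 9 uM (final) fluorogenic HMU-PC substrate for 60 min at 37 C. Stop solution raises pH to 10; fluorescence read at Ex 386/Em 447 nm.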
Integrin act MD – qHTS for Activators of Integrin-Mediated Alleviation for Muscular Dystrophy | alpha7betagal myoblasts, beta-gal FDG fluorescence, 48 h | Potency, µM (series often up to 38.3 µM), for the others: at the highest dose activation, usual class: activators | 0.064% of 350,000 active;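 also: potency is read from the fitted curve at half-maximal effect; 100% = response of the positive control SU9516; nearly all actives have a fitted effect of over 60% in size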
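alpha7betagal+/- myoblasts (passage 13, 250/well) treated 48 h at 37C with compounds at 1:260 dilution of DMSO stock. Lysed, then beta-galactosidase activity read as FDG fluorescence (ex 480/em 540) after 30 min, with pre-read for autofluorescence.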
TSG101-PTAP inh – qHTS Assay for Iinhibitors of HIV-1 Budding by Blocking the Interaction of PTAP/TSG101; Tumor susceptibility gene 101 protein (Homo sapiens), Q99816; Fluorescence polarization, FITC-PTAP peptide / Tsg101 binding; Potency, µM (titrated, usually from 115 µM), inactives show top-dose activity change, negative = inhibition, usual class: inhibitors; 340,000 tested, under 10 active; AID 493005, 2010; active = well fitted inhibition curve with a large enough effect in the main read-out, with a control signal flat, not every such curve was filed as active; inconclusive = small, poorly fitted or top-dose-only effect, or effect the other way, or a change in a side signal; inactive = no such curve, though single readings can be large or run the other way; also: potency is read from the fitted curve at half-maximal effect; % of control where 0% means no effect
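Fluorescence polarization binding of Tsg101 binding domain (10 uM final) to FITC-labeled PTAP peptide (50 nM final) in HEPES pH 7.5 buffer with NaCl, Tween 20, EDTA, TCEP. Compounds added before peptide; binding 20 min at RT.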
Menin-MLL TR inh – qHTS Assay for Inhibitors Targeting the Menin-MLL Interaction in MLL Related Leukemias: Competition With Texas Red Labeled MLL-derived Mutant Peptide; Potency, µM (series often up to 61.6 µM), inactives show at the highest dose FP activity change, negative = inhibition, hits mostly inhibitors; O00255; 0.23% of 270,000 active; Menin + Texas Red MLL mutant peptide, fluorescence polarization; active = well fitted inhibition curve with a large enough effect in the polarisation, with a control signal flat, not every such curve was filed as active; inconclusive = small, poorly fitted or top-dose-only effect, or effect the other way, or a change in a side signal; inactive = no such curve, though single readings can be large or run the other way; the % refers to the polarisation; also: potency is read from the fitted curve at half-maximal effect; % of control where 0% means no effect; many of its hits are not listed in these tables
MBNL1-CUG inh – qHTS Assay for Inhibitors of MBNL1-poly(CUG) RNA binding; Muscleblind-like protein 1 (Homo sapiens), Q9NR56; TR-FRET MBNL1-His/biotin-(CUG)12 binding, 665/545 ratio; Potency, µM (series often up to 57.5 µM), without a hit: at the highest dose activity change, negative = inhibition, most hits filed as inhibitors; 0.036% of 280,000 active; AID 2675, 2010; active = well fitted inhibition curve with a large enough effect in the signal ratio, with a control signal flat, not every such curve was filed as active; inconclusive = small, poorly fitted or top-dose-only effect, or effect the other way, or a change in a side signal; inactive = no such curve, though single readings can be large or run the other way; the % refers to the signal ratio; also: potency is read from the fitted curve at half-maximal effect; % is scaled to controls: 0 for no effect and ±100 for the full control effect
Target sequence (Q9NR56 whole entry, looked up): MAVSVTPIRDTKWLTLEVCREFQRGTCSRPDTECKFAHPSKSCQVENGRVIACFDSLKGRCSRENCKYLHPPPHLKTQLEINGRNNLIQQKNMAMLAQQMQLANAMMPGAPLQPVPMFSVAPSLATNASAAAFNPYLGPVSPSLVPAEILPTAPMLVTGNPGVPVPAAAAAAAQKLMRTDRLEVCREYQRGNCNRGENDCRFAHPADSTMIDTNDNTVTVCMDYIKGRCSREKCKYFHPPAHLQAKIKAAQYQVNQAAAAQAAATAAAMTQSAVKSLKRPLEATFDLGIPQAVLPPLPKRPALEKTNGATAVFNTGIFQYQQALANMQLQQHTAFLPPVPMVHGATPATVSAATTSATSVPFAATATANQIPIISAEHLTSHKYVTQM
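TR-FRET readout: Ex 340 nm, 665/545 nm emission ratio, normalized to buffer-only (basal) and MBNL1-(CUG)12 controls. Complex of MBNL1-His with Biotin-(CUG)12, compounds 92 nM–58 uM, incubated 60 min at room temperature.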
TSHR antag – Antagonists of the Thyroid Stimulating Hormone Receptor: HTS campaign. 0.2% of 330,000 active. AID 504810, 2011. Thyrotropin receptor (Homo sapiens), P16473. activity change, negative = inhibition, % at 11.5 µM. TSHR-expressing cells, TSH-stimulated cAMP HTRF, 2 h; stronger effect = lower value;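 active = activity change below a set negative limit, meaning inhibition stronger than a set level, cut at about -70% in these data; inconclusive = activity change between two set negative limits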; also: % is scaled to controls: 0 for no effect and ±100 for the full control effect
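Freshly harvested TSHR cells receive pin-tooled compound, then EC80 TSH at 4nM final. After 2 hours at 37 deg C, antibody in lysis buffer and cAMP-d2 are added; 30 minutes at ambient temperature precede the HTRF read.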
Mito fusion yeast – qHTS Assay for Small Molecule Inhibitors of Mitochondrial Division or Activators of Mitochondrial Fusion; S. cerevisiae fusion-defective mutant growth rescue, CellTiterGlo 48 h; Potency, µM (doses to about 46.1 µM), without a hit: top-dose growth rescue (activation), hits mostly activators; 0.23% of 320,000 active;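 also: potency is read from the fitted curve at half-maximal effect; % of control where 0% means no effect; nearly all actives have a fitted effect of over 45% in size; temperature-sensitive fusion mutants such as fzo1-1 at 37 °C on non-fermentable ethanol glycerol medium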
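Luminescent cell viability in 1536-well qHTS format served as the measure of rescued growth in ts fusion-mutant S. cerevisiae cultured on non-fermentable YPEG for 48 hours at 37C.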
MLL CXXC-DNA inh – qHTS Fluorescence Polarization Assay for Inhibitors of MLL CXXC domain - DNA interaction; Histone-lysine N-methyltransferase 2A (Homo sapiens), Q03164; MLL-CXXC / FITC-HOXA9 DNA fluorescence polarization; Potency, µM (series often up to 115 µM), for inactives: at the top dose activity change, negative = inhibition, actives largely listed as inhibitors; 0.037% of 290,000 active; AID 2662, 2010; active = well fitted inhibition curve with a large enough effect in the polarisation, with a control signal flat, not every such curve was filed as active; inconclusive = small, poorly fitted or top-dose-only effect, or effect the other way, or a change in a side signal; inactive = no such curve, though single readings can be large or run the other way; the % refers to the polarisation; also: potency is read from the fitted curve at half-maximal effect
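Purified MLL-CXXC (added from a 7 uM solution) was preincubated 5 min at ambient with pinned compounds in 50 mM Tris-HCl pH 7.5, 50 mM NaCl, 1 mM DTT, 0.05% BSA. Fluorescein-labeled HOX-A9 DNA (50 nM solution) followed, 30 min, then polarization read.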
A-T KAP1 phos – qHTS Assay for Identifying a Potential Treatment of Ataxia-Telangiectasia. 0.19% of 320,000 active. Potency, µM (top dose mostly 57.5 µM), for the others: at the top dose activation, actives largely listed as activators. […] A-T fibroblasts, KAP-1 phosphorylation AlphaLISA; neocarzinostatin DNA damage 30 min before lysis. AID 485349, 2010; also: potency is read from the fitted curve at half-maximal effect; % of control where 0% means no effect; nearly all actives have a fitted effect of over 45% in size
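hTERT-immortalized A-T patient fibroblasts ([…]), 500 cells/well in OPTI-MEM, 1% FBS, got compounds for 60 min, then NCS for 30 min at 37C. Lysates were then assayed for phospho-KAP-1 by AlphaLISA (anti-pKAP1 donor, anti-KAP1 acceptor beads), 6 hr at 25C.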
* marks the source's active call; other numbers are inactive results; ? = inconclusive; / = no result given; [ ] = dose if it differs, or a comment. Unless noted, calls follow the shape of the dose curve; as a rule, active = well fitted curve in the direction sought with a large enough effect; inconclusive = small, poorly fitted or top-dose-only effect, or another doubt; inactive = no such curve, though single readings can be large; an effect the other way counts as inactive or inconclusive. Only part of the results is shown; rates above refer to the full screens.

SMILES | TCR act | S-ASM inh | Integrin act MD | TSG101-PTAP inh | Menin-MLL TR inh | MBNL1-CUG inh | TSHR antag | Mito fusion yeast | MLL CXXC-DNA inh | A-T KAP1 phos
O=C(CN1C(=O)CCSc2ccc(S(=O)(=O)N3CCCC3)cc21)Nc1ccccc1Cl | 7% | 1% | 1% | 0% | -2% | -3% | 7 | 5% | -1% | 4%
COc1ccc(-c2c(-c3cc(OC)cc(OC)c3)n(C)c3ccc(-c4cnc(OC)nc4)cc23)cc1 | -6% | 7% | 23% | -7% | / | / | 2 | / | / | 1%
O=C(COC(=O)c1ccc2c(=O)n3c(nc2c1)CCC3)NC1CCS(=O)(=O)C1 (centres undefined) | 7% | 55%[activator] | 3% | 0% | 2% | -17% | -6 | 15% | -1% | 3%
COc1cc(C(C)=O)ccc1OCC(O)CN1CCN(c2ccc(C)cc2C)CC1 (centres undefined) | / | -2% | 25% | 2% | 0% | -1% | 29 | -1% | 1% | -7%
Cc1ccc(C(=O)CSc2nnc(COc3cccc(C)c3)o2)cc1 | 2% | -6% | 7% | -3% | -11% | 2% | -9 | 1% | 9% | -1%
Cc1ccc(S(=O)(=O)NC(C)C(c2cccs2)N2CCN(c3ccccc3)CC2)cc1 (centres undefined) | 5% | 0% | -14% | -2% | -23% | -6% | -22 | 28% | 9% | -1%
COc1ccc(CCNC(=O)C2CCN(C(=O)c3ccc(Br)cc3)CC2)cc1 | / | -2% | -17% | -3% | -22% | -13% | 18 | 0% | 5% | 9%
COCCn1nc2cc(C(=O)NCc3cc(C(F)(F)F)cc(C(F)(F)F)c3)ccc2c1OC | -5% | 40%[activator] | -2% | / | 19% | 16% | / | 4% | -6% | -6%
COc1cc(C(=O)Nc2ccc(S(=O)(=O)N3CCCCC3)cc2)ccc1OCC(=O)N1CCOCC1 | 6% | -2% | -33% | -3% | / | / | / | / | / | /
CC(=O)Oc1ccc(-c2ccc(C(=O)O)cc2)cc1 | 1% | -1% | 2% | 1% | 8% | -2% | -10 | 3% | 1% | 0%
O=C1CC2(CCN(C(=O)COc3ccc(F)cc3)CC2)Oc2ccccc21 | 4% | 0% | -20% | -8% | / | / | 5 | 5% | / | 1%
CCOC(=O)CCC(NC(=O)CC(=O)NC(CCC(=O)OCC)C(=O)OCC)C(=O)OCC (centres undefined) | 4% | 3% | ? | -4% | 15% | -6% | -3 | -1% | -2% | 1%
CC(=O)c1ccc(N2CCN(C(=O)c3ccc4c(c3)OCO4)CC2)cc1 | -4% | 0% | 1% | -1% | -4% | 5% | 4 | -1% | ? | -4%
CCCCCn1cnnc1SCC(=O)c1ccc2c(c1)OCO2 | 3% | 6% | 6% | -1% | / | / | -7 | -6% | / | -3%
COc1cccc(NC(=O)CCP(C)(=O)O)c1 | 2% | 5% | 19% | -8% | 2% | -9% | / | -3% | -2% | 25%
CCc1nnc(NC(=O)c2cccc(S(=O)(=O)N(C)c3ccccc3)c2)s1 | / | 2% | 39% | 0% | -12% | 5% | -11 | 0% | -6% | /
CCOc1ccc(CNS(=O)(=O)c2ccc(-c3ccc(=O)[nH]n3)o2)cc1OC | 9% | -1% | 12% | -9% | 0% | ? | 7 | 3% | 4% | 6%
Cc1cc(=O)n2nc(N3CCC(C(=O)NCc4cccc(Cl)c4)CC3)sc2n1 | 5% | -9% | 13% | -8% | / | 6% | 14 | -2% | 19% | 14%
CC(OC(=O)c1cccc(S(=O)(=O)N(C)C)c1)C(=O)NCc1ccc2c(c1)OCO2 (centres undefined) | -2% | 2% | 17% | -1% | / | / | 8 | 7% | / | -3%
Cn1c(/C(C#N)=C(\O)c2ccc(Cl)s2)nc2ccccc21 | -5% | -1% | 28% | -2% | 12% | -7% | -2 | -3% | 2% | -3%
C=CCc1ccc(OCCOc2ccc(/C=N/n3cnnc3)cc2OCC)c(OC)c1 | -6% | -6% | -17% | -7% | -6% | 9% | 5 | 2% | 3% | 3%
O=C(N/N=C/c1ccco1)c1cccc(NC(=O)c2cccc(Cl)c2)c1 | 2% | -10% | 8% | -8% | ? | ? | -9 | 2% | 25% | -2%
COc1ccc(OC)c(NC(=O)CSc2n[nH]c(-c3cccnc3)n2)c1 | 5% | -1% | -12% | 0% | 2% | -1% | -16 | -5% | -4% | -2%
COc1ccc(C(=O)NCc2cn3ccsc3n2)cc1OC | 6% | 1% | -15% | -2% | 3% | 0% | 8 | -3% | -1% | 4%
S=c1nc(-c2ccccc2)n(CCN2CCOCC2)c2c1CCCC2 | / | 4% | -1%[7.66 µM] | -1% | 0% | 1% | -3 | 8% | 2% | -2%
O=C(NCC1CCCN1S(=O)(=O)c1cccs1)c1ccc(F)cc1 (centres undefined) | -3% | 5% | 4% | 0% | / | / | -5 | 5% | / | 2%
COc1cc2c(cc1OC)C1(NCC2)C(=O)Nc2ccccc21 (centres undefined) | 5% | 6% | 19% | -5% | 1% | 7% | -1 | -2% | 2% | 3%
CCc1nc(Nc2cc(OC)ccc2OC)c2oc3ccccc3c2n1 | 7% | 265%[activator] | 0% | -4% | 2% | 22% | -11 | -14% | 1% | -8%
CCOc1cccc(N)c1 | -1% | -2% | / | -1% | / | / | 30 | 4% | / | 11%
Cc1cc(C)nc(SCC(=O)N/N=C/c2cccn2-c2ccc(O)cc2)n1 | 0% | -1% | -2% | -3% | 9% | 6% | 0 | 0% | 13% | 1%
CCOC(=O)C1=C(C)NC(=O)C(C(N)=O)C1c1ccccc1 (centres undefined) | -5% | 1% | -17% | -3% | -24% | 1% | 4 | 0% | 3% | -3%
COc1ccc(N2CCN(CCCNC(=O)c3ccc(CS(=O)(=O)c4ccc(Cl)cc4)o3)CC2)cc1 | 0% | -1% | -36% | -7% | / | -4% | -2 | 1% | ? | /
CCOc1cccc(-c2c(C(=O)N/N=C/c3ccncc3)nnn2-c2nonc2N)c1 | -2% | -2% | 3% | -2% | / | 21% | 17 | 2% | -20% | -6%
COCCNC(=O)c1cnn2c(C(F)(F)F)cc(-c3ccc(C)cc3)nc12 | 3% | 11% | 16% | 1% | 8% | 21% | 4 | 3% | -11% | -1%
CCc1ccc(-c2cc(C(=O)Nc3c(C)n(C)n(-c4ccccc4)c3=O)c3ccccc3n2)s1 | 4% | 29% | 9% | -5% | -10% | 26% | -4 | 4% | 2% | -2%
C[C@H](NC(=O)c1nc[nH]c1C(=O)N[C@@H](CCCCN)C(=O)OC(C)(C)C)C(=O)OCc1ccccc1 | 5% | 0% | -3% | -5% | / | / | -6 | / | / | -3%
CSc1oc(-c2ccco2)nc1S(=O)(=O)c1ccc(Br)cc1 | 1% | 2% | -14% | -1% | ? | -2% | -5 | 16% | 19% | -2%
FC(F)(F)COc1nc(N/N=C/c2cccnc2)nc(N2CCCCC2c2ccccn2)n1 (centres undefined) | -4% | 1% | -4% | 0% | 5% | / | -10 | 4% | 2% | -2%
CCOC(=O)N1CCN(c2nc3ccc(C)cc3n3cnnc23)CC1 | 1% | -1% | -43% | -10% | -22% | -5% | 4 | 3% | 4% | -13%
CC(C)N(Cc1ccccc1)C(=O)COC(=O)c1cc(S(=O)(=O)N(C)C)ccc1N1CCCC1 | -1%[46.1 µM] | 0% | -5% | -8% | / | / | -3 | / | / | 24%
O=C(NCc1cccs1)C1CCCN(C(=O)Nc2ccccc2)C1 (centres undefined) | -4% | 1% | -35% | -7% | 2% | -3% | 6 | 3% | 19% | 1%
